# Compound activity as filed in PubChem.
# TTR transcr act: TTR transcription activation, primary screen; SH-SY5Y TTR promoter Gaussia luciferase, luminescence; 100% = recombinant luciferase protein wells; activation, % at 16.7 µM; 92,000 compounds, 1.3% hits; AID 1117267;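 active = activation above the mean of all tested compounds plus 3 SD, cut at about 9.5% in these data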;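 note: cells exposed to compounds for one day before reading; 0% = median of all test compound wells on the plate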
# Active calls of the source: *. An excerpt; rates above refer to the full screens.
SMILES,TTR transcr act
COC(=O)[C@H](Cc1ccccc1)NC(=O)NCCc1ccc(F)cc1,0.0
Cc1c(Nc2nc3ccccc3nc2N2CCN(c3ccccc3)CC2)c(=O)n(-c2ccccc2)n1C,-0.4
CC(C)N=C(NC#N)SCc1ccccc1,0.1
COc1ncnc2c1ncn2CCCNCc1ccccc1,0.8
COc1ccc(C)cc1NC(=O)C1CCC(CNc2c(N3CCOCC3)c(=O)c2=O)CC1 (stereo not given),-0.1
N#Cc1ccccc1Oc1ccccc1C=O,-0.4
Cc1ccc(C2C(C#N)=C(N)Oc3n[nH]c(-c4cccs4)c32)s1 (stereo not given),-0.1
COc1ccc(NC(=O)C(C2CC2)n2c(=O)c(-c3ccco3)nc3ccccc32)cc1 (stereo not given),-1.1
Cn1c(=O)c2sccc2n2c(CCCC(=O)NCc3ccco3)nnc12,-0.9
CCOc1ccc(C(=O)N2CCC(C(=O)c3ccc4c(c3)OCCO4)CC2)cc1,-4.0
CCCc1c(C(=O)N/N=C/c2ccc3c(c2)OCO3)nnn1-c1nonc1N,-0.8
COc1ccc(CCNC(=O)C/C(C)=N/NC(=O)C(c2ccccc2)c2ccccc2)cc1OC,-0.3
COc1cc2c(cc1OC)C(c1cc3cc(OC)c(OC)cc3[nH]c1=O)N(C(=O)C1CC1)CC2 (stereo not given),0.6
COc1cc(/C=N/NC(=O)C(C)Nc2n[nH]c(=O)[nH]c2=O)ccc1O (stereo not given),3.0
O=C(Nc1nnc(-c2ccccn2)o1)c1ccc(Br)cc1,-2.5
O=C(O)c1ccccc1S(=O)(=O)c1ccccc1CO,4.6
CC(=O)Nc1ccc2nc(NC(=O)CS(=O)(=O)c3ccccc3)sc2c1,-0.4
Cc1nnc(SCC(=O)NC(C)(C)C)n1NCc1ccc(Cl)cc1,1.8
CCOc1cc2[nH]c(=O)n(CCCC(=O)N(C)Cc3ccccc3)c(=O)c2cc1OCC,-0.8
Cc1ccnc(SCC(=O)c2ccc([N+](=O)[O-])cc2)n1,1.0
CCOC(=O)c1[nH]c(C)c(C(=O)c2cc(F)ccc2F)c1C,-0.7
O=C(NCC(c1cccs1)N1CCOCC1)c1cc2ccccc2oc1=O (stereo not given),-2.8
Cc1ccc(NC(=S)N2CCCC(c3nc4ccccc4[nH]3)C2)cc1 (stereo not given),4.9
COc1ccc(C2C3=C(CC(C)(C)CC3=O)N(C)C3=C2C(=O)CC(C)(C)C3)cc1,-1.6
O=C(c1cccs1)N(C(=O)c1cccs1)c1ccccn1,-1.3
CSc1sc(C(=O)NC(=O)NCc2cccnc2)c(C)c1-c1ccon1,-0.3
CC(=O)Nc1ccc(C=NNc2ccc([N+](=O)[O-])cn2)cc1,0.6
COC(=O)CN1C(=O)[C@H]2[C@@H](/C=C/c3ccccc3)N3C(=O)CN(Cc4ccccc4)C(=O)[C@@]3(Cc3ccccc3)[C@H]2C1=O,-1.1
COc1ccccc1S(=O)(=O)N(C)C[C@H]1Oc2cc(Br)ccc2S(=O)(=O)N([C@@H](C)CO)C[C@H]1C,2.1
Cc1nn(-c2ccc(F)cc2)c(Cl)c1/C=C1\C(=O)Nc2ccccc21,-1.7
Cc1cc(=O)n2c3ccccc3n(CC(O)CN3CCC(C)CC3)c2c1C#N (stereo not given),0.0
CCCC(=O)Nc1ccc2c(c1)nc(CCN1CCC(C)CC1)n2C,3.3
CCOC(=O)[C@H]1[C@H]2COc3ccc(Cl)cc3[C@@H]2N2C(=O)c3cc(Br)ccc3NC(=O)[C@@]12C,16*
CCCCOc1ccc(C2NC(=O)NC(C)=C2C(C)=O)cc1OCC (stereo not given),-2.3
CC12CC3(C)CC(C)(C1)CC(NC(=O)N1CCCC1)(C2)C3,-2.4
CC(C)CCOc1ccc(C2=NNC(=O)CC2)cc1,-0.8
COc1ccc(OC)c(NC(=O)CCN2C(=O)c3cccc([N+](=O)[O-])c3C2=O)c1,-0.6
CC(=O)NC1C(OCc2cccc(Br)c2)OC(COC(C)=O)C(OC(C)=O)C1OC(C)=O (stereo not given),0.3
COc1ccc2nc3n(c(=O)c2c1)-c1cc2ccccc2cc1C(=O)NC3Cc1ccc(O)cc1 (stereo not given),-2.5
Cc1cc(C)c(NS(=O)(=O)c2c(C)noc2C)c(C)c1,-2.3

# Entries listed so far that have a furan ring, fused or not (2):
SMILES,TTR transcr act
COc1ccc(NC(=O)C(C2CC2)n2c(=O)c(-c3ccco3)nc3ccccc32)cc1 (stereo not given),-1.1
Cn1c(=O)c2sccc2n2c(CCCC(=O)NCc3ccco3)nnc12,-0.9

# The results go on:
SMILES,TTR transcr act
CCN(CC)c1ccc(NC(=O)c2cnc3ccccn3c2=O)c(C)c1,1.9
Cc1cc(C)n(CCN(C)c2nc3nonc3nc2NC2CC2)n1,-1.0
CCOC(=O)C1=CN(Cc2cccc(F)c2)S(=O)(=O)N(CC)C1c1ccc(C(F)(F)F)cc1 (stereo not given),-0.3
Cc1ccc(C(=O)N/N=C\c2ccc(-c3ccc(Cl)cc3)o2)cn1,1.1
COc1cc(OC)nc(NC(=S)NC(=O)c2ccccc2)n1,0.6
CCOC(=O)c1c(NC(=O)c2ccoc2C)sc(C)c1C,3.3
S=c1[nH]c2ccccc2n1CCOc1ccccc1,-1.1
O=C(/C=C/c1ccco1)Nc1ccccc1N1CCCC1,3.7
Cc1c(C(=O)O)cnc2cc(-c3ccc(Cl)cc3)nn12,-0.8
CC(C(=O)Nc1nccs1)c1ccc([N+](=O)[O-])cc1 (stereo not given),9.0
CC(C)C(=O)Nc1ccc(Br)cc1Cl,-0.9
COc1ccc(CN2C(=O)c3cccnc3C2Nc2ccc(C)cc2)cc1 (stereo not given),-1.9
Cc1ccc(-c2csc3ncnc(Sc4nnc(CN5CCCCCC5=O)o4)c23)cc1,-5.7
Cc1ccc(C(C)C)c(OCC(O)CN2CC(C)OC(C)C2)c1 (stereo not given),-1.1
O=C(CN1CCN(c2ccccc2F)CC1)NCc1ccccc1,-5.8
CCC1=C(OC(=O)N(CC)CC)N2C(=O)OC(=NCCc3c[nH]c4ccccc34)[C@]2(C)[C@H]2C1=CC[C@H]1C(=O)NC(=O)[C@H]12,-0.1
Nc1ccc(-c2nc3ncccc3o2)cc1,-0.8
CC(C)C(NS(=O)(=O)c1cccc2nsnc12)C(=O)NCCC1=CCCCC1 (stereo not given),0.8
O=C(O)CCC(=O)N1CN2CN(C(=O)CCC(=O)O)CC([N+](=O)[O-])(C2)C1,2.7
Cn1c(CNC(=O)c2ccco2)nnc1SCC(=O)N1CCN(c2ccccc2F)CC1,-0.9

# The closing seven compounds of the section above are carried over, then new ones follow:
SMILES,TTR transcr act
Cc1ccc(C(C)C)c(OCC(O)CN2CC(C)OC(C)C2)c1 (stereo not given),-1.1
O=C(CN1CCN(c2ccccc2F)CC1)NCc1ccccc1,-5.8
CCC1=C(OC(=O)N(CC)CC)N2C(=O)OC(=NCCc3c[nH]c4ccccc34)[C@]2(C)[C@H]2C1=CC[C@H]1C(=O)NC(=O)[C@H]12,-0.1
Nc1ccc(-c2nc3ncccc3o2)cc1,-0.8
CC(C)C(NS(=O)(=O)c1cccc2nsnc12)C(=O)NCCC1=CCCCC1 (stereo not given),0.8
O=C(O)CCC(=O)N1CN2CN(C(=O)CCC(=O)O)CC([N+](=O)[O-])(C2)C1,2.7
Cn1c(CNC(=O)c2ccco2)nnc1SCC(=O)N1CCN(c2ccccc2F)CC1,-0.9
COc1cc(Cl)c(C)cc1NC(=O)CSc1nnc(CN2CCCC2)o1,1.0
CC/C(=N/Nc1ccccc1)c1cnnc(SC)n1,-4.5
NS(=O)(=O)c1ccc(-c2cccc(/C=C3\SC(=O)NC3=O)c2)cc1,-3.0
CC(C)(C)OC(=O)N1CCCN(C(=O)Nc2ccc(C(F)(F)F)cc2)CC1,0.3
C(=NOCCc1ccccc1)c1ccncc1,-1.8
O=C(Nc1ccc(Oc2ccc(NC(=O)c3ccco3)c(NC(=O)c3ccco3)c2)cc1)c1ccco1,0.8
Cc1ccccc1C(=O)c1c[nH]c(C(=O)NCc2ccco2)c1,0.0
COc1ccc(/C=C/C(=O)OCC(=O)N2CC(=O)Nc3ccccc32)cc1S(=O)(=O)N1CCOCC1,-0.2
CCN(Cc1ccccc1)C(=O)Cn1cnc2c1c(=O)n(C)c(=O)n2C,1.4
CCCCOc1cccc(C(=O)NC(=S)Nc2cccnc2)c1,-0.9
CCOc1ccc(C(C)NC(=O)c2ccccc2OCc2c(C)noc2C)cc1OCC (stereo not given),-0.8
COc1cc(Nc2nnc(C)s2)c(Cl)cc1Cl,1.7
C/C(=N\Nc1cc(C)nc(NCc2ccccc2)n1)c1ccc([N+](=O)[O-])cc1,1.6
CCOC(=O)C1(Cc2cccc(Cl)c2)CCCN(C2CCN(C(C)=O)CC2)C1 (stereo not given),0.1
COc1cc(/C=N/NC(=O)C2COc3ccccc3O2)ccc1O (stereo not given),1.4
CC(=O)N[C@@H](Cc1c[nH]c2ccccc12)C(=O)OCC(=O)Nc1ccc(S(=O)(=O)N(C)C)cc1,-1.8
Cc1cc(C(=O)Nc2cnn(Cc3ccc(Cl)cc3Cl)c2)no1,0.5
COc1ccc(NC(=O)c2cc(C3CCCCN3S(=O)(=O)c3c(C)noc3C)on2)c(C)c1 (stereo not given),1.1
CN1C(=O)C(=O)N(CC(=O)Nc2ccccc2OC(F)F)C1=O,4.6
O=S(=O)(c1ccccc1)n1ccc(-c2cnc(-c3ccccc3)s2)n1,-1.1
O=C1C2CC=CCC2C(=O)N1c1n[nH]c(CCc2ccccc2)n1 (stereo not given),-0.4
CC(=O)NCCc1nc2ccccc2n1CCOc1cccc(C)c1,1.9
Cc1ccc(NC2(C#N)CCCC2)cc1,6.4
CCCOc1ccc(Cc2c(Cl)nc(SC)nc2NC)cc1,-3.0
Cc1ccc(NS(=O)(=O)c2ccc(NC(=O)C(C)Sc3ccc(Cl)cc3)cc2)c(C)c1 (stereo not given),-1.1
O=C(c1ccc(Cl)cc1)C1CCCN(C(=O)/C=C/c2ccccn2)C1 (stereo not given),-2.0
Cc1ccc(C2=Nc3c(ccc4ccccc34)C(c3ccncc3)=NN2)cc1,0.2
O=C(NC1CCCCC1)C1CCN(S(=O)(=O)N2CCCCCC2)CC1,0.3
NNC(=S)Nc1ccc(C(F)(F)F)cc1Cl,1.0
Cc1ccc2ccc3cccnc3c2n1,-3.1
Cn1c(=O)c2[nH]c(NN=Cc3cccc(Br)c3)nc2n(C)c1=O,-1.9
CC1CCC/C(=C\c2ccc(O)cc2)C1=O (stereo not given),-1.3
CC(=O)OCC1OC(n2ccc3ccccc32)C(OC(C)=O)C(OC(C)=O)C1OC(C)=O (stereo not given),0.2
Cc1cc2n(n1)SC(Nc1ccc(F)cc1)N2 (stereo not given),-0.1
O=C(CCNc1ccc(Cl)c(C(F)(F)F)c1)c1ccco1,6.2
Clc1ccccc1-c1nc2ccccc2[nH]1,-0.5
CC(=O)NC(Cc1ccccc1F)C(=O)NC1CCN(C(=O)NCc2ccccc2)CC1 (stereo not given),-1.7
COc1ccc(C)cc1NC(=O)CSc1nnc(-c2ccccn2)n1Cc1ccco1,-0.7
Cc1cc(NC(=O)CSc2nc3c(c(=O)n2C)SCC3)no1,-0.9
O=C(NCC(=O)c1ccccc1)OCc1ccc([N+](=O)[O-])cc1,3.3

# 3 entries already listed, ordered by the number in TTR transcr act, largest number first.
SMILES,TTR transcr act
CC(=O)OCC1OC(n2ccc3ccccc32)C(OC(C)=O)C(OC(C)=O)C1OC(C)=O (stereo not given),0.2
COc1ccc(C)cc1NC(=O)CSc1nnc(-c2ccccn2)n1Cc1ccco1,-0.7
CC1CCC/C(=C\c2ccc(O)cc2)C1=O (stereo not given),-1.3

# Other structures follow:
SMILES,TTR transcr act
CC(C)NC(=O)Nc1ccc2c(c1)C(=O)N([C@H](C)CO)C[C@H](C)[C@@H](CN(C)C(=O)Nc1ccccc1)O2,1.0
CCOC(=O)NC(=O)CSc1ccccn1,1.1
O=C1CCc2cc(NS(=O)(=O)c3ccc([N+](=O)[O-])cc3)cc3c2N1CCC3,0.1
CC1(C(=O)N(CC(=O)NC2CCCC2)Cc2ccccc2)CC(=O)N=C2C=CC=CN21 (stereo not given),1.8
COc1ccc(OC)c2[nH]c(=O)c(CCNC(=O)C(C)C)cc12,-1.2
O=C(CCc1nc2ccccc2[nH]1)Nc1ccc(F)cc1,-0.4
Cc1ccc2nc(NC(=O)C3CC(=O)N(Cc4ccco4)C3)sc2c1 (stereo not given),-0.7
CCn1c(SCC(=O)NNC(=O)c2ccc(OC)cc2)nnc1-c1cccnc1,1.8
C/C(CC(=O)NCCCN1CCOCC1)=N\NC(=O)COc1ccc(Cl)cc1,2.8
Cc1cc(OCC(=O)NCCCN2CCOCC2)c2c(C)c(C)c(=O)oc2c1,0.4

# The closing 6 entries of the section above are carried over, then new ones follow:
SMILES,TTR transcr act
COc1ccc(OC)c2[nH]c(=O)c(CCNC(=O)C(C)C)cc12,-1.2
O=C(CCc1nc2ccccc2[nH]1)Nc1ccc(F)cc1,-0.4
Cc1ccc2nc(NC(=O)C3CC(=O)N(Cc4ccco4)C3)sc2c1 (stereo not given),-0.7
CCn1c(SCC(=O)NNC(=O)c2ccc(OC)cc2)nnc1-c1cccnc1,1.8
C/C(CC(=O)NCCCN1CCOCC1)=N\NC(=O)COc1ccc(Cl)cc1,2.8
Cc1cc(OCC(=O)NCCCN2CCOCC2)c2c(C)c(C)c(=O)oc2c1,0.4
COc1ccccc1CN1CCN(C(=O)c2ccco2)CC1,-0.4
O=C(NNS(=O)(=O)c1ccccc1)c1csc(-c2cccnc2)n1,3.9
CCSc1nnc(CNC(=O)C23CC4CC(CC(C4)C2)C3)n1Cc1ccccc1,1.2
O=C(/C=C/c1cccs1)NC(=S)Nc1ccc(S(=O)(=O)Nc2ccccc2C(F)(F)F)cc1,-1.8
Cc1ccc(NC(=O)Nc2ccc3c(c2)OCO3)c(OC(F)F)c1,-2.9
CC(Sc1nnnn1C1CC1)C(=O)N1c2ccccc2NC(=O)C1(C)C (stereo not given),0.2
CN1CCC(C(=O)N2CCCC(C(=O)c3ccc4c5c(cccc35)CC4)C2)CC1 (stereo not given),-0.4
COc1cccc(OC)c1-c1nn2c(-c3ccccc3Cl)nnc2s1,-0.8
CN(CC(=O)NC(=O)NCc1ccccc1)Cc1ccc(Cl)c(Cl)c1,-0.6
O=C(CSc1ccc(Cl)cc1)Nc1ccc(C2SCCS2)cc1,4.4
Cn1c(CO)cnc1S(=O)(=O)Cc1ccc(Cl)cc1,-0.2
O=c1c2ccc(F)cc2nc2sc(Nc3ccc4c(c3)CCC4)nn12,4.7
O=C(c1cccc2ccccc12)C1CCCN(C(=O)CCN2CCCO2)C1 (stereo not given),-1.3
